Source: PubChem BioAssay
GoLoco inh red – inhibitors of human Gai1-RGS12 GoLoco interaction (red fluorophore) | P63096 | Gai1:RGS12 GoLoco peptide FP, rhodamine, 10 min | Potency, µM (highest dose often 61.6 µM), inactives show top-dose activity, negative = inhibition, actives largely listed as inhibitors | AID 880 | 230,000 compounds, 0.44% hits; active = well fitted inhibition curve with a large enough effect, not every such curve was filed as active; inactive = no such curve, though single readings can be large or run the other way; note: % is set by controls: 0 for no effect and ±100 for the full control effect; nearly all actives have a fitted effect of over 30% in size; many of its hits are not listed in these tables
Target sequence (P63096 whole entry, looked up): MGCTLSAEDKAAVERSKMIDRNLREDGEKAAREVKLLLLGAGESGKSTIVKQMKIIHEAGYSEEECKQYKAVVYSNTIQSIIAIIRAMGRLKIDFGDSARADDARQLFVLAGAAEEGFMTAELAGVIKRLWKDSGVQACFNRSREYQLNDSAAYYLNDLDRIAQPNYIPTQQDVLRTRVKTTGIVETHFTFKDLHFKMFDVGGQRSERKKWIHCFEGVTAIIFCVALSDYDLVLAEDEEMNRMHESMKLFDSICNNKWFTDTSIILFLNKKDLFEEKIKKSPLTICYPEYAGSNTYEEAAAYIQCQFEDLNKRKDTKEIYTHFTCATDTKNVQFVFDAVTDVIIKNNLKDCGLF
HTT ATP protect – Huntington cell model cytoprotection by ATP luminescence; Potency, µM (top dose mostly 56.4 µM), inactives show cytoprotection (ATP increase), hits mostly activators; AID 1471; 230,000 compounds, 0.14% hits; PC12 HTT-Q103 induced, cytoprotection, ATP luminescence, 40 h;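 note: % of control where 0% means no effect; nearly all actives have a fitted effect of over 45% in size; toxic huntingtin expression switched on by the ecdysone agonist tebufenozide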
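Compounds added alongside 100 nM tebufenozide, which induces toxic Q103 huntingtin exon 1-GFP in stable PC12 cells; surviving cells quantified by luminescent ATP measurement. Medium: phenol red-free DMEM, 5% equine and 5% calf serum.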
GAA glycogen mod – alters human alpha-glucosidase cleavage of glycogen; P10253; Potency, µM (highest dose often 76.4 µM), inactives show top-dose activity change, negative = inhibition, usual class: inhibitors; recombinant GAA, glycogen substrate, Amplex Red glucose oxidase fluorescence; 300,000 compounds, 0.38% hits;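 note: 0% = full enzyme reaction and -100% = no-enzyme basal signal; the screen sought inhibitors and activators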
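Natural-substrate format: glycogen cleavage by 4 nM human enzyme, glucose read by Amplex Red coupling (Ex 573, Em 610 nm). Normalized to enzyme and no-enzyme controls.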
GAA spleen mod – inhibits or activates alpha-glucosidase in human spleen homogenate. P10253. human spleen homogenate, 4-MU-alpha-glucoside fluorescence. Potency, µM (highest dose often 79.9 µM), without a hit: top-dose activity change, negative = inhibition, actives largely listed as inhibitors. 240,000 compounds, 0.006% hits. AID 2112;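 note: 0% = enzyme with vehicle and -100% = no enzyme basal signal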
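Enzyme source: human spleen homogenate, 1 ug/well. Buffer 50 mM citric acid/K phosphate pH 5.0, 0.01% Tween-20. 4-MU-alpha-glucoside 1 mM; 37 C x 40 min; NaOH/glycine stop; fluorescence.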
IMPase Li inh – cell-permeable IMPase inhibitors with lithium potentiation | AID 1457 | Potency, µM (highest dose often 59.4 µM), inactives show at the top dose activity, negative = IMPase inhibition, actives largely listed as inhibitors | 210,000 compounds, 0.35% hits | CHO-M1 cells, IP1 TR-FRET (IP-One), carbachol + lithium;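 note: IP1 builds up when IMPase is blocked and the TR-FRET signal falls; plate controls were basal vehicle for no effect and high inhibitor control for full effect; nearly all actives have a fitted effect of over 50% in size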
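CHO cells stably expressing M1 receptor (2000/well, cultured 16–30 h) treated 30 min at 37C with compound plus low lithium. Cytosolic IP1 by TR-FRET (665/620 ratio and 620 channel) after 10 min lysis; AC50 by Hill fit.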
HttQ103 aggreg – mutant huntingtin aggregation inhibition; PC12 HttQ103-GFP aggregates, Acumen cytometry, 40 h; Potency, µM (doses to about 46.1 µM), inactives show top-dose activity change, negative = inhibition, most hits filed as inhibitors; 220,000 compounds, 1.1% hits; note: % is set by controls: 0 for no effect and ±100 for the full control effect; nearly all actives have a fitted effect of over 60% in size
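Using laser scanning cytometry, GFP-positive aggregates were counted after lysis of PC12 cells induced with 100 nM tebufenozide to express HTT exon 1 Q103–GFP. Compounds were tested in titration.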
GAA inhib – inhibitors of human lysosomal alpha-glucosidase; 200,000 compounds, 0.005% hits; purified human GAA, 4-MU-alpha-glucoside fluorescence; Potency, µM (series often up to 76.9 µM), for the others: at the top dose activity change, negative = inhibition, usual class: inhibitors;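 note: plate controls were uninhibited enzyme wells for no effect and no-enzyme background for full effect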
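Enzyme (4 nM final) mixed with compound (up to 77 uM), then 4-MU-alpha-D-pyranoside (400 uM final) added; 20 min at room temperature, pH 5.0. Reaction stopped at pH 10, fluorescence read, AC50 derived by Hill fit.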
An asterisk follows results filed as active; ? = inconclusive; . = no result given; & = joins results of further samples; [ ] = remark or other dose. Unless noted, calls come from the whole dose curve; as a rule, active = well fitted curve in the direction sought with a large enough effect; inconclusive = small, poorly fitted or top-dose-only effect, or another doubt; inactive = no such curve, though single readings can be large; an effect the other way counts as inactive or inconclusive. Potency is the fitted concentration of half-maximal effect.

SMILES | GoLoco inh red | HTT ATP protect | GAA glycogen mod | GAA spleen mod | IMPase Li inh | HttQ103 aggreg | GAA inhib
CCOC(=O)c1cccc(NC(=O)C(C)N2C(=O)c3ccccc3C2=O)c1 (centres undefined) | 7.0% | 6.8%[10 µM] | -12.1% | 2.3% | -2.8%[38.3 µM] | -4.1% | -8.3%
C/C=C/Cn1c(SC)nc2c1c(=O)[nH]c(=O)n2C | 16.5% | -15.0% | 8.6% | -1.8% | -1.4%[38.3 µM] | -2.7%[9.22 µM] | -9.5%[15.4 µM]
CN([C@@H](Cc1ccc(OS(=O)(=O)c2cccc3cnccc23)cc1)C(=O)N1CCN(c2ccccc2)CC1)S(=O)(=O)c1cccc2cnccc12 | 6.0%&17.0% | . | -3.8% | -0.2%&-2.7% | 3.8%&-3.0% | ? | -5.7%[15.4 µM]
Cc1ccccc1N=Cc1c(O)n(-c2nccs2)c(=O)c2ccccc12 | 10.4% | 23.1%[10 µM] | -2.5% | -2.7% | 13.1% | -13.1% | -14.3%
S=C(Nc1ccc(Cl)cc1)c1nc2ccccc2[nH]1 | -7.5% | 20.3%[10 µM] | 15.3% | -3.6% | 5.9% | -23.8% | 2.6%
CCOc1ccc(-c2nnc3ccc(SC(C)C)nn23)cc1 | 3.1% | 2.1%[10 µM] | -2.9% | 3.9% | 10.5% | 6.1%[9.22 µM] | .
Cc1cc(C)nc(N2N=C(c3ccccc3)CC2=O)n1 | 8.8% | -13.5%[10 µM] | ? | 6.7% | 7.6% | -4.3%[9.22 µM] | -8.6%
CCCCCCn1c(SCCC)nc2c1c(=O)[nH]c(=O)n2C | . | 2.5% | 29.2% | 8.0% | . | 22.2% | 4.6%
CCOC(=O)C(NCCc1ccccc1F)(NC(C)=O)C(F)(F)F (centres undefined) | -2.4% | 14.7%[10 µM] | 16.9% | -3.5% | -4.7% | -16.1% | 0.4%
Cc1ccc(OCc2nn3c(-c4n[nH]c5c4CCC5)nnc3s2)cc1 | 17.7% | -23.5%[0.074 µM] | -5.8% | -0.7% | -8.1%[38.3 µM] | -5.6% | ?
CCc1ccc2c(c1)C(=O)C(=O)N2CC(=O)Nc1ccc(NC(=O)c2ccccn2)cc1 | 7.8% | 1.0%[10 µM] | -13.7% | -4.8% | 0.9% | 13.7%[9.22 µM] | ?
O=C(c1cnccn1)N1CCC[C@@]2(CCN(Cc3nccs3)C2)C1 | 6.3% | ? | . | -11.5% | 4.4% | . | .
Cn1nnc2c(C(N)=O)ncn2c1=O | -14.6% | -0.5% | 2.8% | 5.1%&-1.1% | . | 1.0% | -5.0%[15.4 µM]
CCN1CCN(Cc2c(O)ccc3c(=O)c(-c4ccc(OC)c(OC)c4)c(C)oc23)CC1 | 3.5% | -14.0% | -0.1% | -0.8% | -15.1%[38.3 µM] | 9.3% | 1.8%
CC(C)OC(=O)c1nnn(-c2nonc2N)c1CN1CCCCCC1 | 13.6% | 21.1%[10 µM] | -3.6% | -9.6% | 15.6%[38.3 µM] | -6.3% | ?

One compound at a time (already shown). Screens in order: GoLoco inh red, HTT ATP protect, GAA glycogen mod, GAA spleen mod, IMPase Li inh, HttQ103 aggreg, GAA inhib
`CN([C@@H](Cc1ccc(OS(=O)(=O)c2cccc3cnccc23)cc1)C(=O)N1CCN(c2ccccc2)CC1)S(=O)(=O)c1cccc2cnccc12` across the screens: 6.0%&17.0%, ., -3.8%, -0.2%&-2.7%, 3.8%&-3.0%, ?, -5.7%[15.4 µM]
`CCN1CCN(Cc2c(O)ccc3c(=O)c(-c4ccc(OC)c(OC)c4)c(C)oc23)CC1` across the screens: 3.5%, -14.0%, -0.1%, -0.8%, -15.1%[38.3 µM], 9.3%, 1.8%
`O=C(c1cnccn1)N1CCC[C@@]2(CCN(Cc3nccs3)C2)C1` across the screens: 6.3%, ?, ., -11.5%, 4.4%, ., .

Carrying on:
SMILES | GoLoco inh red | HTT ATP protect | GAA glycogen mod | GAA spleen mod | IMPase Li inh | HttQ103 aggreg | GAA inhib
COc1ccc(N2C(=O)CC(N(CCc3ccc(OC)c(OC)c3)C(=S)Nc3ccccc3)C2=O)cc1 (centres undefined) | -13.2% | 2.9%[1.9 µM] | 17.0% | -1.3% | 8.0% | ? | -1.9%
Cc1ccc(/C=N/NC(=O)c2cc(-c3cccnc3)nc3ccccc23)cc1 | 8.5% | -138.6%[inhibitor] | 2.1% | 6.6% | 1.2% | -28.3% | 4.9%
N#CCCN1CCN(C(=S)c2ccc(-c3ccc(Cl)c(Cl)c3)o2)CC1 | -3.5% | -26.4%[10 µM] | -8.5% | -7.4% | -12.7%[38.3 µM] | -31.7% | -12.7%
CC(=O)Nc1ccc(NC(=O)C2CCCN(C(=O)c3ccc(Cl)cc3)C2)cc1 (centres undefined) | 5.3% | -8.3% | -7.9% | -3.9% | 8.7% | 19.5% | 4.5%
O=C(NC(=S)NC1CCCC1)c1ccccc1Br | 2.7% | . | 3.6% | -1.3% | -9.0% | -12.3% | -7.1%
Nc1c(C(=O)Nc2ccccc2F)sc2nc(Cc3ccccc3)cc(C(F)(F)F)c12 | -25.5% | -49.1%[inhibitor] | 0.6% | -7.5% | 10µM* | -27.9% | -10.3%
COc1ccc(OC)c(C2CC(=O)OC3=C2C(=O)CC(C)(C)C3)c1 (centres undefined) | -1.5% | -20.4% | ? | -3.2% | -3.9% | -5.8% | -22.6%
CN(C(=O)CSc1nnc(Nc2ccccc2)s1)C1CCS(=O)(=O)C1 (centres undefined) | -1.9% | -57.0%[inhibitor] | -1.6% | -6.1% | -1.2% | ? | 4.3%
COc1ccc(C(=O)Nc2cccc(/C(C)=N/NC(=O)c3ccc([N+](=O)[O-])cc3)c2)cc1OC | 6.7% | -40.5%[inhibitor] | -0.6% | -11.2% | -5.0%[38.3 µM] | 11.9% | -6.0%
COc1ccc2ccccc2c1/C=N/NC(=O)CC1(C)OCCCO1 | 1.5% | . | 9.7% | -4.5% | -2.2% | -5.3% | -3.4%
COc1ccc(N2C(N)=NC(N)=NC23CCCC3)cc1 | . | -2.5% | -4.5% | 1.4% | . | 5.8% | 0.8%
c1ccc(CC2CCN(c3nc4ccccc4n4cnnc34)CC2)cc1 | 8.3% | -40.8%[inhibitor] | -5.7% | 1.8% | 34.4%[activator][38.3 µM] | ? | -3.7%
CC(=O)Cc1nsc(Nc2ccc(Cl)cc2)n1 | -0.9% | 1.7%[10 µM] | 5.6% | 2.1% | -0.3% | 14.7%[9.22 µM] | ?
CCc1ccccc1NC(=O)CN(C)C(=O)CSc1nn(-c2ccccc2)c(=S)s1 | 9.3% | 18.8%[10 µM] | -5.5% | 9.8% | 2.9% | 27.7% | -5.1%
COc1ccccc1N1CCN(C(=O)Oc2ccccc2)CC1 | -9.4% | 9.0% | -6.0% | -2.5% | 27.6%[38.3 µM] | -0.2% | 1.1%

A draw from above in order of number of heavy atoms, ascending.
SMILES | GoLoco inh red | HTT ATP protect | GAA glycogen mod | GAA spleen mod | IMPase Li inh | HttQ103 aggreg | GAA inhib
COc1ccc(N2C(N)=NC(N)=NC23CCCC3)cc1 | . | -2.5% | -4.5% | 1.4% | . | 5.8% | 0.8%
N#CCCN1CCN(C(=S)c2ccc(-c3ccc(Cl)c(Cl)c3)o2)CC1 | -3.5% | -26.4%[10 µM] | -8.5% | -7.4% | -12.7%[38.3 µM] | -31.7% | -12.7%
CCc1ccccc1NC(=O)CN(C)C(=O)CSc1nn(-c2ccccc2)c(=S)s1 | 9.3% | 18.8%[10 µM] | -5.5% | 9.8% | 2.9% | 27.7% | -5.1%

Next part:
SMILES | GoLoco inh red | HTT ATP protect | GAA glycogen mod | GAA spleen mod | IMPase Li inh | HttQ103 aggreg | GAA inhib
NC(=O)C(CC(=O)O)NC(=O)[C@@H]1CCOc2c(I)cc([N+](=O)[O-])cc2C(=O)N[C@@H](CO)C(=O)N[C@@H](Cc2ccc(O)cc2)C(=O)N1 (some centres undefined) | 1.4% | . | 10.3% | -0.1% | 2.1% | 0.9% | -0.4%
Cn1c(=O)c2ncn(CC(=O)N/N=C/c3ccco3)c2n(C)c1=O | 5.4% | 4.1%[10 µM] | 14.8% | -6.8% | -5.7% | 3.4% | 3.7%
CCOC(=O)c1sc(NC(=O)c2ccc(OC(C)=O)cc2)nc1C | 15.5% | . | 4.5% | 3.4% | -3.7% | . | -0.5%
CCC1CCCCN1C(=O)COC(=O)c1cc2ccccc2cc1O (centres undefined) | 3.1% | -9.8% | -7.9% | 3.0% | 5.0%[38.3 µM] | -3.0% | ?
CCOc1ccc(C(=O)NCc2ccccn2)cc1 | 7.1% | -25.8% | -0.4% | 0.0% | -2.0%[38.3 µM] | 1.1% | 0.4%
O=C(COC(=O)CNC(=O)c1ccccc1F)NCCC1=CCCCC1 | 2.3% | -1.8%[10 µM] | 16.7% | -2.6% | 5.3% | 2.4% | -2.8%
CCNC(=S)NCc1ccc(F)cc1 | 5.2% | 38.0%[0.074 µM] | 6.5% | -1.7% | 2.1% | 4.0% | 2.5%
COc1ccc(C2CC(c3cccs3)=NN2C(=O)c2ccco2)cc1OC (centres undefined) | 0.4% | -2.1%[10 µM] | -5.6% | 5.6% | . | -32.1%[9.22 µM] | .
C[N+]1(CC(=O)Nc2ccc(F)cc2)CCN(C(=O)c2ccco2)CC1 | -18.1% | 8.1% | 4.6% | -3.2% | 11.3%[38.3 µM] | -5.0% | 5.1%
Cc1ccc(CNC(=O)c2ccccc2-n2cnnn2)cc1 | -6.3% | 2.7%[10 µM] | 3.7% | -2.4% | . | -14.4%[9.22 µM] | -21.0%
CCn1c(NC(=O)c2cccs2)c(-c2cccs2)c(=O)c2ccccc21 | 9.5% | -38.3%[inhibitor] | -7.4% | 3.7% | 3.0%[38.3 µM] | 3.1% | ?
O=C(Cc1ccc(F)cc1)OCn1nnc2ccccc2c1=O | 7.8% | 12.0%[10 µM] | 2.4% | -6.0% | . | 17.9%[9.22 µM] | .
N#Cc1ccc(CN2CCC3(CC2)CCN(C(=O)c2cnccn2)CC3)cc1 | -5.0% | 21.1% | . | 8.9% | 21.5% | . | .
NC(=O)NC(=O)CC1S/C(=N/N=C2\CSC(=O)N2)NC1=O (centres undefined) | -1.2% | 17.5% | -19.7% | -1.1% | 9.2% | 5.7%[9.22 µM] | 0.2%
Cc1ccc(C(=O)OC/C(O)=C(\C#N)c2nc3ccccc3[nH]2)cc1S(=O)(=O)N1CCOCC1 | 107.2%[activator] | -16.0%[10 µM] | 9.0% | -6.8% | -3.0% | 9.6% | 2.5%
COc1ccc(Cn2nnnc2CN2CCc3ccccc32)cc1 | -0.7% | ? | ? | -7.7% | 22.9%[38.3 µM] | 0.7% | -0.7%
COc1cccc(C(=O)Nc2ccc3c(c2)C(=O)N(CCC(=O)O)C3=O)c1 | 1.9% | -1.8% | 0.5% | -0.3% | 5.8%[38.3 µM] | 9.0% | 2.9%

Some of the compounds tested; rates above refer to the full screens.
